# ARNT TACC3 PPI: disruptors of human ARNT/TACC3 interaction; inhibition, % at 9.99 µM; Q9Y6A5; AlphaScreen His-ARNT PAS-B/GST-TACC3 binding, luminescence; TACC3 fragment carries E629A point mutation; AID 623870; actives 0.66% (n = 390,000);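 active = mean inhibition of replicates at least 50% and at least half of replicates each reaching 50%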;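 note: 0% = complete ARNT plus TACC3 wells and 100% = ARNT alone without TACC3; many hits fall short of the cut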
# esBAF inh: inhibitors of esBAF chromatin remodeling in mouse ES cells; Bmi1-luciferase knock-in reporter, 24 h; 100% = twice the neutral-well signal; reporter increase, % at 12.5 µM; actives 2% (n = 350,000); AID 602393; in the data active = activation above about 40%;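 note: 0% = median of the plate's neutral control wells and 100% = double that signal; a rise in the Bmi1 reporter signal indicates esBAF inhibition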
# ERp5 block: blocks human ERp5 reductase activity on insulin; inhibition, % at 9.99 µM; ERp5 insulin aggregation, absorbance 650 nm, 90 min; AID 651711; actives 0.05% (n = 350,000);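 active = mean replicate inhibition above about 25%, with every replicate also reaching it, limit read from the data, passing the limit was not always enough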
# Target sequence (Q15084 whole entry, looked up): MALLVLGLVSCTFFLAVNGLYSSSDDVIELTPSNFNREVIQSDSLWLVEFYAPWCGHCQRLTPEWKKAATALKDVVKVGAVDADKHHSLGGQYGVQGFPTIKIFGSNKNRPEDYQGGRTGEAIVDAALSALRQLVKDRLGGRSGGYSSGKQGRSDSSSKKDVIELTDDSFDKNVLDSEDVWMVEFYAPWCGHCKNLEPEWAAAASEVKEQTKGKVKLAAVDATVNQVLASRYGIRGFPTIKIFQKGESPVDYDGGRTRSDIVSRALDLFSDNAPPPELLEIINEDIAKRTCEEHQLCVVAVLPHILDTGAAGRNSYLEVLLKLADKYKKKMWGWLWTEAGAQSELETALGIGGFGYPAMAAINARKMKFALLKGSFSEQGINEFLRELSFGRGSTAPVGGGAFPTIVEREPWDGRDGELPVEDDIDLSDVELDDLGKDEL
# SIRT5 inh: blocks human SIRT5 desuccinylation of peptide | Q9NXA8 | Purified SirT5, succinyl-peptide AMC, trypsin-coupled fluorescence | inhibition, % at 15 µM | actives 1.1% (n = 330,000); in the data active = inhibition above about 15%
# Target sequence (Q9NXA8 whole entry, looked up): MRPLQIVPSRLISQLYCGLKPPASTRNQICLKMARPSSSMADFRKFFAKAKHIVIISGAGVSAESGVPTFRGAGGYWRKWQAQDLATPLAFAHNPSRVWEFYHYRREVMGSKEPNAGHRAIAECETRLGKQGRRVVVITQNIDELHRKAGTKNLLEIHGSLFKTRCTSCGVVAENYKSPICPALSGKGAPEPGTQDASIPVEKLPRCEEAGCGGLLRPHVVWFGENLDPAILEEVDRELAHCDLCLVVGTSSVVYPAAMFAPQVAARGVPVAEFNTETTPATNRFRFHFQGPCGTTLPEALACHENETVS
# miR122 inh: miR-122 inhibition in Huh7 cells. Huh7 miR-122 Renilla luciferase sensor, 48 h; neutral wells = 0, positive control = 100. activation (reporter increase), % at 12.5 µM. actives 0.3% (n = 340,000);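 active = mean replicate activation score at least 90 and every replicate individually at or above 90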;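 note: higher luciferase means less miR-122 activity so hits act as miR-122 inhibitors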
# C2C12 statin: suppressors of simvastatin-induced myotoxicity in C2C12 myotubes; rescue of ATP level, % at 7.49 µM; AID 602340; actives 0.78% (n = 330,000); ATP luminescence, 48 h; scaled: DMSO 0, geranylgeraniol control 100;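 active = mean ATP rescue above about 67%, or every replicate alone reaching that limit, limit read from the data, passing the limit was not always enough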;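 note: myotubes were challenged with 10 µM simvastatin during compound exposure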
# Cneo AK release: causes C. neoformans cell lysis | adenylate kinase release luminescence, 4 h; normalised: neutral wells 0, clomiphene wells 100 | lysis activity, % at 15 µM | actives 0.2% (n = 360,000);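 active = mean lysis activity across replicates of at least 80%, whatever share of replicates individually reach that level; inactive = mean lysis activity below 80%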
#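 Assay system: Cryptococcus neoformans yeast cells / Dosing: single-point compound dose / Timing: 4 h at 37 °C static, read 1 h later / Measured by: luminescence of released adenylate kinase using an AK detection reagent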
# * hit, by the source's call; . = no result given; [ ] = remark or other dose. Outcome played no part in choosing rows; any-hit rate near 4%.
# Keys – A = ARNT TACC3 PPI; B = esBAF inh; C = ERp5 block; D = SIRT5 inh; E = miR122 inh; F = C2C12 statin; G = Cneo AK release
> C[C@@H]1CN([C@H](C)CO)C(=O)CCCn2cc(nn2)CO[C@@H]1CN(C)S(=O)(=O)c1ccc(Oc2ccccc2)cc1
  A: 1	B: 6	C: -1	D: -6	E: 1[16.7 µM]	F: 4	G: -2

> c1ccc(-c2cc(-c3ccccc3)on2)cc1
  A: -6	B: .	C: 4	D: -4	E: 0	F: .	G: -1

> CC(C)N(CC(N)=O)C(=O)Cc1coc2cc3c(cc12)CCC3
  A: -5	B: .	C: -3	D: -1	E: .	F: .	G: .

> COc1ccccc1-c1cnn2c(NCc3ccccc3)cc(C)nc12
  A: -6	B: 31	C: 0	D: -3	E: 8	F: -7	G: -8

> O=C(NCC[C@H]1CC[C@H](NC(=O)C2CC2)[C@H](CO)O1)Nc1ccc(C(F)(F)F)cc1
  A: 0	B: -1	C: -1	D: 0	E: .	F: -17	G: 6

> COc1ccccc1Cc1c(-c2ccc(OC)c(OC)c2)nc2ccc(Cl)cn12
  A: .	B: -4	C: 7	D: -3	E: -2	F: 1	G: 13

> CCN(Cc1ccncc1)C(=O)c1cccs1
  A: -9	B: -1	C: .	D: .	E: 6	F: -2	G: 0

> COc1ccc(S(=O)(=O)N2CCC(C(=O)NCCc3ccc(OC)c(OC)c3)CC2)cc1
  A: .	B: -5	C: -4	D: .	E: .	F: 3	G: 0

> COc1ccc(COC(=O)C2=C(C)NC(=O)NC2c2ccc(OC)c(OC)c2)cc1 (stereo not drawn)
  A: 26	B: 2	C: 3	D: 0	E: -14	F: -2	G: -1

> Cc1ccccc1C(=O)N1CCC(C(=O)N(CC(C)C)c2c(N)n(Cc3ccccc3)c(=O)[nH]c2=O)CC1
  A: -3	B: -2	C: -6	D: -2	E: .	F: 5	G: 0

> O=C(O)C[C@H]1CC[C@H](NC(=O)Nc2cc(F)ccc2F)[C@H](CO)O1
  A: -5	B: -1	C: 14	D: 1	E: .	F: -6	G: 2

> COCCCn1c(-c2cccc(Cl)c2)nc2c1c(=O)[nH]c(=O)n2Cc1ccccc1
  A: 25	B: 6	C: 3	D: 2	E: -3	F: -4	G: 1

> C[C@H](CO)N1C[C@H](C)[C@@H](CN(C)S(C)(=O)=O)OCCCC[C@H](C)Oc2ccc(NC(=O)Cc3ccccc3)cc2C1=O
  A: -6	B: 10	C: 0	D: -1	E: 7[16.7 µM]	F: 4	G: -3

> C[C@@H]1CCCCO[C@H](CN(C)Cc2ccc(Cl)c(Cl)c2)[C@@H](C)CN([C@@H](C)CO)C(=O)c2cc(N(C)C)ccc2O1
  A: 25	B: -2	C: 9	D: -6	E: 1[16.7 µM]	F: .	G: 11

> COc1ccccc1N1CCN(C(=O)Cn2nnc(-c3ccncc3)n2)CC1
  A: -6	B: -2	C: .	D: .	E: -12	F: -10	G: 0

> COC(=O)c1ccc(C(=O)N(Cc2ccccc2)c2ccccc2)cc1
  A: -4	B: -8	C: 3	D: 0	E: 8	F: 5	G: -1

> Cc1ccc(NS(=O)(=O)c2ccc(OCC(=O)NCc3ccco3)cc2)cc1
  A: 0	B: 2	C: .	D: .	E: 50	F: .	G: -2

> Cc1ccc2ncccc2c1N
  A: 3	B: -1	C: -2	D: 0	E: -4	F: -11	G: 1

> Cc1oc(-c2cccc(Cl)c2)nc1CN1CCC(C(=O)NCCCN2CC(C)CC(C)C2)CC1 (stereo not drawn)
  A: 6	B: -3	C: .	D: .	E: .	F: -50	G: 1

> CNC(=O)NC(=S)NC(=O)c1cccc(Cl)c1
  A: -3	B: .	C: 1	D: -1	E: .	F: .	G: .

# 10 entries from above, arranged by SMILES length, rising.
# Keys – A = ARNT TACC3 PPI; B = esBAF inh; C = ERp5 block; D = SIRT5 inh; E = miR122 inh; F = C2C12 statin; G = Cneo AK release
> COC(=O)c1ccc(C(=O)N(Cc2ccccc2)c2ccccc2)cc1
  A: -4	B: -8	C: 3	D: 0	E: 8	F: 5	G: -1

> COc1ccccc1N1CCN(C(=O)Cn2nnc(-c3ccncc3)n2)CC1
  A: -6	B: -2	C: .	D: .	E: -12	F: -10	G: 0

> Cc1ccc(NS(=O)(=O)c2ccc(OCC(=O)NCc3ccco3)cc2)cc1
  A: 0	B: 2	C: .	D: .	E: 50	F: .	G: -2

> COc1ccc(COC(=O)C2=C(C)NC(=O)NC2c2ccc(OC)c(OC)c2)cc1 (stereo not drawn)
  A: 26	B: 2	C: 3	D: 0	E: -14	F: -2	G: -1

> O=C(O)C[C@H]1CC[C@H](NC(=O)Nc2cc(F)ccc2F)[C@H](CO)O1
  A: -5	B: -1	C: 14	D: 1	E: .	F: -6	G: 2

> COCCCn1c(-c2cccc(Cl)c2)nc2c1c(=O)[nH]c(=O)n2Cc1ccccc1
  A: 25	B: 6	C: 3	D: 2	E: -3	F: -4	G: 1

> COc1ccc(S(=O)(=O)N2CCC(C(=O)NCCc3ccc(OC)c(OC)c3)CC2)cc1
  A: .	B: -5	C: -4	D: .	E: .	F: 3	G: 0

> Cc1oc(-c2cccc(Cl)c2)nc1CN1CCC(C(=O)NCCCN2CC(C)CC(C)C2)CC1 (stereo not drawn)
  A: 6	B: -3	C: .	D: .	E: .	F: -50	G: 1

> Cc1ccccc1C(=O)N1CCC(C(=O)N(CC(C)C)c2c(N)n(Cc3ccccc3)c(=O)[nH]c2=O)CC1
  A: -3	B: -2	C: -6	D: -2	E: .	F: 5	G: 0

> C[C@H](CO)N1C[C@H](C)[C@@H](CN(C)S(C)(=O)=O)OCCCC[C@H](C)Oc2ccc(NC(=O)Cc3ccccc3)cc2C1=O
  A: -6	B: 10	C: 0	D: -1	E: 7[16.7 µM]	F: 4	G: -3

# Later entries.
# Keys – A = ARNT TACC3 PPI; B = esBAF inh; C = ERp5 block; D = SIRT5 inh; E = miR122 inh; F = C2C12 statin; G = Cneo AK release
> C[C@@H]1CN([C@@H](C)CO)S(=O)(=O)c2ccc(C#Cc3ccc(F)cc3)cc2O[C@H]1CN(C)C(=O)NC1CCCC1
  A: 2	B: -6	C: 1	D: 4	E: 37[16.7 µM]	F: 24	G: 82*

> CN(C(=O)COc1ncnc2sccc12)C1CCCCC1
  A: 1	B: 6	C: .	D: -1	E: 5	F: 1	G: -1

> Cc1nnc(NC(=O)CCC(=O)NCc2ccco2)s1
  A: 14	B: -10	C: .	D: .	E: 0	F: 13	G: 0

> O=C(C[C@H]1C[C@H]2c3cc(NC(=O)Nc4ccc(F)cc4)ccc3O[C@H]2[C@H](CO)O1)NCC1CC1
  A: -3	B: -2	C: .	D: .	E: 2[16.7 µM]	F: 1	G: 63

> COCCN(CC(=O)NC1CCCCC1)C(=O)/C=C/C(=O)c1ccc(OC)cc1O
  A: -10	B: .	C: 3	D: 1	E: .	F: .	G: .

> CCCS(=O)(=O)c1c(S(=O)(=O)CCC)c2c(N)cccn2c1C(=O)c1ccccc1
  A: 4	B: 4	C: 2	D: 1	E: -2	F: -13	G: -2

> Cc1cc(NC(=O)NC(=O)c2ccccc2F)no1
  A: -6	B: 28	C: 3	D: -1	E: -2	F: 1	G: -1

> O=S1(=O)CCOC[C@H](CC2CCCCC2)N1Cc1cccc(C(F)(F)F)c1
  A: 20	B: 1	C: -3	D: .	E: 8	F: -4	G: 0

> Cc1ccc(S(=O)(=O)N2C(=O)CCC2C(=O)O/N=C(\N)c2cccc([N+](=O)[O-])c2)cc1 (stereo not drawn)
  A: 4	B: -5	C: 4	D: 1	E: 0	F: 4	G: -1

> Cc1onc(-c2c(F)cccc2Cl)c1C(=O)ONC(=O)c1ccccc1
  A: -5	B: -1	C: 3	D: 1	E: -5	F: -5	G: -5

> CC1=NNC(=O)C1CCC(=O)N/N=C(/C)c1ccc([N+](=O)[O-])cc1 (stereo not drawn)
  A: .	B: -5	C: 1	D: 0	E: 19	F: -16	G: 0

> COc1ccc(S(=O)(=O)N(C)C[C@H]2Oc3ccc(NC(=O)Nc4ccc5c(c4)OCO5)cc3C(=O)N([C@@H](C)CO)C[C@H]2C)cc1
  A: 8	B: -2	C: 15	D: 8	E: 62[16.7 µM]	F: .	G: -1

> O=C(Cc1ccccc1)N1C[C@H]2[C@@H](c3ccccc31)[C@@H](CO)N2C(=O)c1ccc(F)cc1
  A: -8	B: -1	C: -6	D: 1	E: 8[16.7 µM]	F: -8	G: -3

> COC(=O)c1ccnc(/C=N/O)c1
  A: 14	B: -2	C: .	D: .	E: 2	F: 2	G: -1

> CCC(C)N(C(=O)c1csnn1)C(C(=O)NC(C)(C)C)c1ccccc1 (stereo not drawn)
  A: -13	B: -4	C: .	D: .	E: -2	F: -4	G: -1

> CC(C)(CNC(=O)Cc1ccc(Cl)cc1Cl)N1CCOCC1
  A: -5	B: -4	C: 1	D: 0	E: .	F: 0	G: 0

> CC[C@]12c3[nH]c4ccc(Cl)cc4c3CCN1C(=O)[C@@H](CC(=O)NCc1ccc(OC)c(OC)c1)C[C@@H]2C(=O)N1CCN(C(=O)c2ccco2)CC1
  A: 0	B: -1	C: 2	D: -10	E: -5	F: 7	G: -3

# Single entries from above.
# Under ERp5 block, COc1ccc(S(=O)(=O)N(C)C[C@H]2Oc3ccc(NC(=O)Nc4ccc5c(c4)OCO5)cc3C(=O)N([C@@H](C)CO)C[C@H]2C)cc1 is listed with 15
# Under ARNT TACC3 PPI, Cc1ccccc1C(=O)N1CCC(C(=O)N(CC(C)C)c2c(N)n(Cc3ccccc3)c(=O)[nH]c2=O)CC1 is listed with -3
